Assay outcomes as filed in PubChem.
BAZ2B block: inhibitors of human BAZ2B bromodomain | Q9UIF8 | AlphaScreen BAZ2B-H3K14Ac peptide displacement | Potency, µM (top dose mostly 114 µM), for inactives: at the highest dose activity change, negative = inhibition, hits mostly inhibitors | hit rate 4.4% among 360,000 | AID 504333; also: potency is read from the fitted curve at half-maximal effect; % is scaled to controls: 0 for no effect and ±100 for the full control effect; nearly all actives have a fitted effect of over 60% in size
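Complex of BAZ2B and biotin-H3K14Ac (50 nM apiece) forms over 30 min at RT, then faces library compounds up to 110 uM for another 30 min; AlphaScreen beads added, 20 min dark incubation, luminescence read.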
Tb PGK inh: blocks T. brucei phosphoglycerate kinase. Potency, µM (top dose mostly 57.5 µM), inactives show at the top dose activity change, negative = inhibition, usual class: inhibitors. hit rate 0.043% among 380,000. PGK/GAPDH coupled, Kinase-Glo luminescence, 60 min; also: potency is read from the fitted curve at half-maximal effect; % is scaled to controls: 0 for no effect and ±100 for the full control effect; nearly all actives have a fitted effect of over 60% in size
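Luminescent ATP detection (Kinase-Glo Plus) follows a 60-minute room-temperature incubation, with wells lacking PGK as controls. Buffer: 100 mM TEA (pH 7.6), 5 mM MgCl2, 0.01% Tween-20. Coupling enzyme GAPDH (100 nM final) supplies unstable 1,3-BPG in-well.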
GLS inhibitor: glutaminase GLS (human) inhibition; Potency, µM (titrated, usually from 45.5 µM), for inactives: at the top dose activity change, negative = inhibition, actives largely listed as inhibitors; hit rate 0.21% among 410,000; GLS enzymatic activity, qHTS titration; also: potency is read from the fitted curve at half-maximal effect; % is scaled to controls: 0 for no effect and ±100 for the full control effect
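Read-out is an Amplex red fluorescence increase coupled through glutamate oxidase and HRP, measured before and after 30 min room-temperature incubation. hKGA is in 45 mM KH2PO4 (pH 8.2) with 0.02% Tween-20; glutamine added as 1mM solution.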
PI4K2A inh: PI4K2A (human) kinase inhibition. Q9BTU6. purified PI4K2A, ADP-Glo luminescence, 1 h; stronger effect = lower value. activity change, negative = inhibition, % at 76.9 µM. hit rate 0.13% among 420,000; in the data active = activity change below about -50%; inconclusive = mostly about -30% to -49%;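 also: -100% = wells without enzyme as full effect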
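In this quantitative HTS, ADP production by PI4K2A was quantified luminescently after 1 h at ambient temperature; 100 microM adenosine served as plate-quality control.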
JMJD2A Tudor inh: blocks the human JMJD2A Tudor domain; Potency, µM (top dose mostly 114 µM), for the others: at the top dose activity change, negative = inhibition, actives largely listed as inhibitors; O75164; hit rate 4.4% among 390,000; AlphaScreen JMJD2A-Tudor / H3K4me3 peptide binding; AID 504339; also: potency is read from the fitted curve at half-maximal effect; % is scaled to controls: 0 for no effect and ±100 for the full control effect; nearly all actives have a fitted effect of over 50% in size
Target sequence (O75164 whole entry, looked up, the tested form may be a part): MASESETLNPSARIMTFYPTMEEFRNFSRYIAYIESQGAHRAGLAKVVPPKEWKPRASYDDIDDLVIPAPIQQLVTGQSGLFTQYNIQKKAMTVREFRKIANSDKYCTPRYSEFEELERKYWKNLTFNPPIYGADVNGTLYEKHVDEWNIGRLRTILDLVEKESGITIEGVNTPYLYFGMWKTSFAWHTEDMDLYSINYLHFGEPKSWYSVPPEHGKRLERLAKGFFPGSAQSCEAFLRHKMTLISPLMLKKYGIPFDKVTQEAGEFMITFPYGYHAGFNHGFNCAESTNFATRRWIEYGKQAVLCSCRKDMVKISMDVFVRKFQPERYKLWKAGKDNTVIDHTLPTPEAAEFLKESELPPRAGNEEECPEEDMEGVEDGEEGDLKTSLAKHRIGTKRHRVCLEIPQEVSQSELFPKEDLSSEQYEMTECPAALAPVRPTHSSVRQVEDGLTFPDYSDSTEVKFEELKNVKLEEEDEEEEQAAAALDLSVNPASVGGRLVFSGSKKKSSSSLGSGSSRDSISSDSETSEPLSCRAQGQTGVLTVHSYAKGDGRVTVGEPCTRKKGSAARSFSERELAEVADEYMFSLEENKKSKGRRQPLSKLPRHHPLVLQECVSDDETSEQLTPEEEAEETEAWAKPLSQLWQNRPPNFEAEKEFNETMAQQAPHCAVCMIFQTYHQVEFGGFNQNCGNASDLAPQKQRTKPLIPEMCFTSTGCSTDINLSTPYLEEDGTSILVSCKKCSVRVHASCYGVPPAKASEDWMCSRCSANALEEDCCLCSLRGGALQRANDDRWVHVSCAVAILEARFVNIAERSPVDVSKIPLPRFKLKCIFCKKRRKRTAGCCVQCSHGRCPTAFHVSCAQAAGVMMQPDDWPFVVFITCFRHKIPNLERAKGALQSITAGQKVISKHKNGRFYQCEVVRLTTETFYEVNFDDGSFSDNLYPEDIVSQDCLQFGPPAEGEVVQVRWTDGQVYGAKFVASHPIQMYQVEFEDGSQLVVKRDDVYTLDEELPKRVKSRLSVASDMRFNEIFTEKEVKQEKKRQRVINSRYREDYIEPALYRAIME
G9a inh: inhibitors of human histone lysine methyltransferase G9a. Q96KQ7. G9a H3K9 monomethylation, AlphaScreen, 2 h. Potency, µM (series often up to 102 µM), for inactives: at the top dose activity, negative = inhibition, hits mostly inhibitors. hit rate 8.8% among 350,000. AID 504332; also: potency is read from the fitted curve at half-maximal effect; % is scaled to controls: 0 for no effect and ±100 for the full control effect; nearly all actives have a fitted effect of over 75% in size
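Quantitative HTS format: methyltransferase activity on a biotin-tagged H3K9 peptide is measured by AlphaScreen, using a rabbit anti-monomethyl-H3K9 antibody with streptavidin donor and anti-IgG acceptor beads. Final levels are 20 nM enzyme, 500 nM peptide, 20 uM SAM; 2 h RT.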
HP1b chromo inh: blocks HP1-beta chromodomain binding to methylated histone tails. hit rate 0.56% among 390,000. AID 540317. AlphaScreen HP1-beta / biotin-H3K9me3 peptide binding. P83916. Potency, µM (highest dose often 114 µM), without a hit: top-dose activity change, negative = inhibition, most hits filed as inhibitors; also: potency is read from the fitted curve at half-maximal effect; nearly all actives have a fitted effect of over 70% in size; inactives centre near 23
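HP1-beta protein (50 nM final) preincubated 30 min at room temperature with biotinylated H3(1-18)K9me3 peptide (50 nM) in PBS pH 7.4, 0.01% Tween-20, then compound added for 30 min. AlphaScreen streptavidin donor/nickel chelate acceptor beads (10 ug/mL final), 30 min dark, luminescence read.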
Pin1 inh: inhibitors of human Pin1; Q13526; Pin1 FP peptide displacement, HiFluor488, 10 min; Potency, µM (series often up to 115 µM), for the others: at the highest dose activity, negative = inhibition, most hits filed as inhibitors; hit rate 0.009% among 390,000; AID 504891; active = well fitted inhibition curve with a large enough effect in the polarisation, with a control signal flat, not every such curve was filed as active; inconclusive = small, poorly fitted or top-dose-only effect, or effect the other way, or a change in a side signal; inactive = no such curve, though single readings can be large or run the other way; the % refers to the polarisation; also: potency is read from the fitted curve at half-maximal effect; % is scaled to controls: 0 for no effect and ±100 for the full control effect
ERG-DNA inh: blocks human ERG Ets domain binding to DNA | hit rate 0.028% among 370,000 | P11308 | Potency, µM (doses to about 76.9 µM), for inactives: top-dose FP activity, negative = inhibition, most hits filed as inhibitors | fluorescence polarization, His-ERG Ets domain / labelled DNA; active = well fitted inhibition curve with a large enough effect in the polarisation, with a control signal flat; inconclusive = small, poorly fitted or top-dose-only effect, or effect the other way, or a change in a side signal; inactive = no such curve, though single readings can be large or run the other way; the % refers to the polarisation;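 also: polarization taken with two DNA probes labelled with fluorescein and Texas red; potency is read from the fitted curve at half-maximal effect; % of control where 0% means no effect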
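His-tagged ERG Ets domain (1 uM in the protein solution; 300mM KCl, 50mM Tris-HCl, 1mM EDTA, 1mM DTT, pH 7.5) received compound, then a probe mix of 5 nM fluorescein-DNA and 100nM Texas-615-DNA. Fluorescence polarization was read for both dyes.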
* hit, by the source's call; [ ] = another dose, or the depositor's remark. Unless noted, calls follow the shape of the dose curve; as a rule, active = well fitted curve in the direction sought with a large enough effect; inconclusive = small, poorly fitted or top-dose-only effect, or another doubt; inactive = no such curve, though single readings can be large; an effect the other way counts as inactive or inconclusive.

How did Cc1ccc(S(=O)(=O)Nc2ccc3c(c2)CCC3)cc1C do in these assays?
BAZ2B block: 16%; Tb PGK inh: 3%; GLS inhibitor: 1%; PI4K2A inh: -1; JMJD2A Tudor inh: -12%; G9a inh: 45%[59 µM]; HP1b chromo inh: 28%; Pin1 inh: -3%; ERG-DNA inh: 8%

What do the screens show for `O=C(OCCOc1ccccc1Cl)c1cc(S(=O)(=O)N2CCCCC2)ccc1N1CCOCC1`?
Tb PGK inh: 5%; GLS inhibitor: 1%; PI4K2A inh: -3; JMJD2A Tudor inh: -3%; HP1b chromo inh: 37%; Pin1 inh: 10%; ERG-DNA inh: 10%

How did CCc1cc2c(cc3c(=O)n(CC(=O)NCc4cccc(Cl)c4)nc(CC)n32)s1 do in these assays?
BAZ2B block: -7%; Tb PGK inh: 10%; GLS inhibitor: -2%; PI4K2A inh: 0; JMJD2A Tudor inh: -15%; G9a inh: -7%[59 µM]; HP1b chromo inh: 17%; Pin1 inh: 9%; ERG-DNA inh: 1%

Results for Cc1nnc(NC(=O)CSc2nc3c([nH]c4ccccc43)c(=O)n2-c2ccc(Cl)cc2)s1 ?
BAZ2B block: 2%; Tb PGK inh: -2%; GLS inhibitor: 2%; PI4K2A inh: -4; JMJD2A Tudor inh: -2%; G9a inh: 17%[59 µM]; HP1b chromo inh: 17%[57 µM]; Pin1 inh: 4%; ERG-DNA inh: -1%

How did CN(C)c1ccc(C(C(=O)NC2CCCC2)N(Cc2cccnc2)C(=O)c2snc(C(N)=O)c2N)cc1 (centres undefined) do in these assays?
BAZ2B block: -21%; Tb PGK inh: -1%; GLS inhibitor: -7%; PI4K2A inh: -3; JMJD2A Tudor inh: -24%; G9a inh: 10%[59 µM]; HP1b chromo inh: 22%; Pin1 inh: 0%; ERG-DNA inh: -6%

How did COc1ccc2nc(N3C(=O)/C(=C/c4ccccc4)NC3=S)sc2c1 do in these assays?
BAZ2B block: -10%; Tb PGK inh: -18%; GLS inhibitor: 19%; PI4K2A inh: 0; JMJD2A Tudor inh: inconclusive; G9a inh: 13%[59 µM]; HP1b chromo inh: 10%; Pin1 inh: inconclusive; ERG-DNA inh: 32%[activator]

What do the screens show for `O=C(OCCN1CCCCC1)c1ccc(O)cc1`?
BAZ2B block: 3%; Tb PGK inh: -10%; GLS inhibitor: 17%; PI4K2A inh: 4; JMJD2A Tudor inh: -9%; G9a inh: 14%[59 µM]; HP1b chromo inh: 35%; Pin1 inh: -3%; ERG-DNA inh: -5%

Results for C1CN(CC23CC4CC(CC(C4)C2)C3)CCO1 ?
BAZ2B block: 4%; Tb PGK inh: -6%; GLS inhibitor: 11%; PI4K2A inh: 3; JMJD2A Tudor inh: 0%; G9a inh: 7.9µM*; HP1b chromo inh: 31%; Pin1 inh: 3%; ERG-DNA inh: 0%

Results for O=C(COc1cccc(Cl)c1)NCc1ccccc1 ?
BAZ2B block: 5%; Tb PGK inh: -7%; GLS inhibitor: -4%; PI4K2A inh: -2; JMJD2A Tudor inh: 1%; G9a inh: 66%[activator]; HP1b chromo inh: 72%[activator]; Pin1 inh: 2%; ERG-DNA inh: -14%

How did COc1ccc(NC(=O)C(=O)NCC(c2ccco2)N2CCc3ccccc3C2)cc1 (centres undefined) do in these assays?
BAZ2B block: 4%; Tb PGK inh: 0%; GLS inhibitor: 3%; PI4K2A inh: -2; JMJD2A Tudor inh: -15%; G9a inh: 24%[2.33 µM]; HP1b chromo inh: 27%; Pin1 inh: 34%[activator]; ERG-DNA inh: 2%

Results for COc1ccc(CN2CCC(N3CC(C)OC(C)C3)CC2)c(OC)c1 (centres undefined) ?
BAZ2B block: 32µM*; Tb PGK inh: 10%; GLS inhibitor: 4%; PI4K2A inh: -3; JMJD2A Tudor inh: 0.79µM*; G9a inh: 8.9µM*; HP1b chromo inh: 40µM*; Pin1 inh: 2%; ERG-DNA inh: -4%

What do the screens show for `CC(NC(=O)c1ccco1)C1COc2ccccc2O1` (centres undefined)?
BAZ2B block: 50µM*; Tb PGK inh: 0%; GLS inhibitor: -2%; PI4K2A inh: -13; JMJD2A Tudor inh: 56µM*; G9a inh: 25µM*; HP1b chromo inh: -6%; Pin1 inh: -4%; ERG-DNA inh: -6%

What do the screens show for `COc1cc2oc(=O)cc(-c3ccc(-c4ccc(OC(F)(F)F)cc4)cc3)c2c(OC)c1OC`?
Tb PGK inh: inactive; GLS inhibitor: -7%; PI4K2A inh: -3; JMJD2A Tudor inh: -8%; G9a inh: 26%[59 µM]; HP1b chromo inh: 43%[activator]; Pin1 inh: 4%; ERG-DNA inh: -3%

How did C=CCc1ccc(OCCCNC2CCCC2)c(OC)c1 do in these assays?
Tb PGK inh: -1%; GLS inhibitor: -3%; PI4K2A inh: 2; JMJD2A Tudor inh: 79µM*; HP1b chromo inh: inconclusive; Pin1 inh: -6%; ERG-DNA inh: 0%

How did Cc1ccc(CNC(=O)Cn2nnc(C(=O)Nc3ccc(Br)cc3)c2N)cc1 do in these assays?
BAZ2B block: -10%; Tb PGK inh: 7%; GLS inhibitor: -2%; PI4K2A inh: -1; JMJD2A Tudor inh: 0%; G9a inh: 64%[activator]; HP1b chromo inh: 40%[activator]; Pin1 inh: 4%; ERG-DNA inh: 4%

What do the screens show for `CC(=O)c1ccc(S(=O)(=O)N2CCCC2)cc1`?
BAZ2B block: 14%; Tb PGK inh: -2%; GLS inhibitor: -1%; PI4K2A inh: -2; JMJD2A Tudor inh: -11%; G9a inh: -61%[59 µM]; HP1b chromo inh: 6%; Pin1 inh: -10%; ERG-DNA inh: -7%

What do the screens show for `CC(C)(C)c1cc(NC(=O)c2cc(F)c(F)c(F)c2F)no1`?
BAZ2B block: -2%; Tb PGK inh: -2%; GLS inhibitor: 0%; PI4K2A inh: 11; JMJD2A Tudor inh: -9%; G9a inh: 6%[59 µM]; HP1b chromo inh: 25%; Pin1 inh: -2%; ERG-DNA inh: 0%

What do the screens show for `CCC(=O)N(CCc1ccccc1C)Cc1cc2ccc(C)cc2[nH]c1=O`?
BAZ2B block: 9%; Tb PGK inh: -4%; GLS inhibitor: 12%; PI4K2A inh: -1; JMJD2A Tudor inh: -11%; G9a inh: 10%; HP1b chromo inh: 26%; Pin1 inh: 1%; ERG-DNA inh: 51%[activator]

Results for O=C(NC1CCCCC1)c1cc(-c2ccc(F)cc2)on1 ?
BAZ2B block: 1%; Tb PGK inh: 2%; GLS inhibitor: -17%; PI4K2A inh: -1; JMJD2A Tudor inh: -5%; G9a inh: 3%; HP1b chromo inh: 15%; Pin1 inh: 0%; ERG-DNA inh: -11%

What do the screens show for `Cn1c(=O)n(CCOc2ccc([N+](=O)[O-])cc2)c2ccccc21`?
BAZ2B block: -8%; Tb PGK inh: inactive; GLS inhibitor: -10%; PI4K2A inh: 2; JMJD2A Tudor inh: -18%; G9a inh: -7%[12.7 µM]; HP1b chromo inh: 14%; Pin1 inh: 6%; ERG-DNA inh: -2%

What do the screens show for `COc1ccc(CC(=O)Nc2c(C(=O)N3CCN(c4ncccn4)CC3)oc3ccccc23)cc1`?
BAZ2B block: -26%; Tb PGK inh: 0%; GLS inhibitor: 0%; PI4K2A inh: -1; JMJD2A Tudor inh: -24%; HP1b chromo inh: 26%; Pin1 inh: -3%; ERG-DNA inh: 3%

Results for CCOC(=O)c1c(SC)[nH]c2c(Cl)cccc2c1=O ?
BAZ2B block: 2%; Tb PGK inh: 3%; GLS inhibitor: 1%; PI4K2A inh: 3; JMJD2A Tudor inh: 5%; HP1b chromo inh: 23%; Pin1 inh: 7%; ERG-DNA inh: -1%

Results for CNC(=O)c1cnc2sc(N3CCCCCC3)nn2c1=O ?
BAZ2B block: -16%; Tb PGK inh: -2%; GLS inhibitor: -4%; PI4K2A inh: -7; JMJD2A Tudor inh: -8%; G9a inh: 17%[59 µM]; HP1b chromo inh: -11%; Pin1 inh: -1%; ERG-DNA inh: 3%

What do the screens show for `Cc1ccc(C)c(SCC(=O)NNC(=O)c2ccccc2)c1`?
BAZ2B block: -15%; Tb PGK inh: 0%; GLS inhibitor: -11%; PI4K2A inh: -6; JMJD2A Tudor inh: 7%; G9a inh: 45µM*; HP1b chromo inh: 45%[activator]; Pin1 inh: -6%; ERG-DNA inh: -7%

What do the screens show for `O=C(Oc1cccc(-n2cnnn2)c1)c1ccccc1`?
BAZ2B block: -3%; Tb PGK inh: -2%; GLS inhibitor: 13%; PI4K2A inh: 3; JMJD2A Tudor inh: inconclusive; HP1b chromo inh: -8%; Pin1 inh: 0%; ERG-DNA inh: 2%

How did COCCCNC(=O)CC(NS(=O)(=O)c1ccc(C)cc1)c1ccc(OC)cc1 (centres undefined) do in these assays?
BAZ2B block: -4%; GLS inhibitor: 1%; PI4K2A inh: 2; JMJD2A Tudor inh: -9%; G9a inh: 9%[59 µM]; HP1b chromo inh: 17%; Pin1 inh: -2%

What do the screens show for `COC(=O)CSCC(=O)Nc1cc2c(cc1C(C)=O)OCO2`?
BAZ2B block: -17%; Tb PGK inh: -7%; GLS inhibitor: 10%; PI4K2A inh: -2; JMJD2A Tudor inh: -1%; G9a inh: -11%[59 µM]; HP1b chromo inh: 32%; Pin1 inh: 2%; ERG-DNA inh: 1%

How did NC(=S)Nc1ncc(C(F)(F)F)cc1Cl do in these assays?
BAZ2B block: -15%; Tb PGK inh: -4%; GLS inhibitor: -8%; PI4K2A inh: 0; JMJD2A Tudor inh: -15%; G9a inh: inconclusive; HP1b chromo inh: -8%; Pin1 inh: -7%; ERG-DNA inh: -6%
